Screening data as filed in PubChem.
TR-FRET SRC-2 ct – flags TR-FRET format artefacts in PPARgamma SRC-2 recruitment agonist screen; TR-FRET artefact counter-screen; stronger effect = higher value; TR-FRET ratio at 8 µM; hit rate 0.4% among 200,000; AID 1049; in the data active = TR-FRET ratio above about 2000; also: inactives centre near 1500
PPARg SRC-3 ag – PPARgamma-driven SRC-3 recruitment agonism; P37231; biochemical PPARgamma/SRC-3 coactivator recruitment assay; activation, % at 8 µM; hit rate 0.26% among 200,000; AID 731; in the data active = activation above about 23%;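 also: 0% = DMSO and 100% = reference agonist; some compounds past the cut are filed as inactive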
PMI act satM6P – PMI (human) activation, high substrate | P34949 | coupled PMI enzyme assay, resazurin fluorescence, 20 min; stronger effect = higher value; 1 = untreated enzyme, 0 = substrate-free blank | AID 1216 | activation factor at 20 µM | hit rate 0.34% among 190,000;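 active = activation factor of 2 or more at 20 µM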
Target sequence (P34949 whole entry, looked up): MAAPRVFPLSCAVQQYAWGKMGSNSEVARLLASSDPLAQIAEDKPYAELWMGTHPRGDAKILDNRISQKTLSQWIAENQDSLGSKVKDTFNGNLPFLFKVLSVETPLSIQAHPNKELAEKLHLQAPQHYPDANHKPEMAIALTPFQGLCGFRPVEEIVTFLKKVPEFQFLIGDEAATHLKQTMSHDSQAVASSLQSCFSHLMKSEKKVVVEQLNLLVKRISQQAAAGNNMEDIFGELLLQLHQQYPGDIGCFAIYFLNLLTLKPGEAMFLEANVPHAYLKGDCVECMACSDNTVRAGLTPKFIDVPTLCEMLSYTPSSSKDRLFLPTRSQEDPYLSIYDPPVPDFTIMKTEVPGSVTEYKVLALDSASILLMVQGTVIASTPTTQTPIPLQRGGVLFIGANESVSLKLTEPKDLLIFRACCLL
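Test system: human phosphomannose isomerase with PGI, G6PDH, diaphorase coupling enzymes; amount: 15 ng/mL PMI; incubation: enzyme reaction with compound 20 min at room temperature; technique: resorufin fluorescence (Ex 544/Em 590 nm) from resazurin via diaphorase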
S1P3 antagonist – blocks the human S1P3 receptor | CHO S1P3 NFAT-BLA reporter, FRET fluorescence, antagonist mode | inhibition, % at 4.98 µM | hit rate 0.27% among 170,000;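 active = inhibition above the plate cutoff, the mean inhibition of test wells on that plate plus 3 SD, cut at about 28% in these data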;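 also: cells challenged with S1P at its EC80 of 0.8 µM; blue over green emission ratio from cleaved BLA substrate after 4 h stimulation; 0% = S1P-stimulated wells and 100% = unstimulated DMSO-only wells; some compounds past the cut are filed as inactive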
Target sequence (Q99500 whole entry, looked up): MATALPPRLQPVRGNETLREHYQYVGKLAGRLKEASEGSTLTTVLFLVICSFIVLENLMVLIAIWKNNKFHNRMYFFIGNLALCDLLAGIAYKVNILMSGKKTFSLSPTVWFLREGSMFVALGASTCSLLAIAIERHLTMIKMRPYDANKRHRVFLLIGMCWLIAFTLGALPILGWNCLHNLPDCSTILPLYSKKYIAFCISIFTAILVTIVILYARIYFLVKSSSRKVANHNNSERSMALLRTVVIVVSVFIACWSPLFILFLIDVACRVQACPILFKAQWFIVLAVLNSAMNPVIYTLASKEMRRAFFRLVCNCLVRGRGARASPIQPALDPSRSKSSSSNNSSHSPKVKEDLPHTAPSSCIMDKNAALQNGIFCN
PPARg SRC-2 ag – agonists of SRC-2 recruitment by human PPARgamma; P37231; PPARgamma LBD-SRC-2 recruitment, biochemical; activation, % at 8 µM; hit rate 0.34% among 200,000; in the data active = activation above about 22%;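 also: 0% = vehicle and 100% = reference agonist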
PMI activator – increases human mannose-6-phosphate isomerase activity | activation factor at 20 µM | P34949 | purified human PMI, coupled resazurin fluorescence, 20 min; stronger effect = higher value; 1 = vehicle control, 0 substrate-free wells | hit rate 0.005% among 190,000;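 active = activation factor of 2 or more at 20 µM, relative to plate controls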
G6PDH CS – counter-screen for G6PDH assay hits: L. mesenteroides G6PDH inhibition; Purified L. mesenteroides G6PDH, diaphorase/resazurin coupled fluorescence, 45 min; inhibition, % at 5 µM; hit rate 0.12% among 200,000; in the data active = inhibition above about 50%
PPARg SRC1 recr – agonists of human PPARgamma SRC-1 coactivator recruitment; P37231; PPARgamma-SRC-1 coactivator recruitment biochemical assay; activation, % at 8 µM; hit rate 0.41% among 200,000; in the data active = activation above about 19%;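 also: 0% = DMSO and 100% = reference agonist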
Diaphorase act – counter-screen for diaphorase-based assays: diaphorase activators and chemical reducers; activation factor at 20 µM; Diaphorase/resazurin coupled assay, resorufin fluorescence, 16 min; stronger effect = higher value; 1 = vehicle wells, 0 = NADH-free wells; hit rate 0.005% among 190,000;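 active = diaphorase activity raised at least twofold by the compound at 20 µM; inactive = activation factor below 2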
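test system = bacterial diaphorase enzyme (C. kluyveri) | quantity = enzyme 0.07 U/mL final | reagent = NADH substrate 0.114 mM plus resazurin dye 0.1 mM, final | incubation = 16 min enzyme reaction, ambient temperature | buffer or medium = HEPES pH 7.4 buffer with MgCl2 and Tween 20 | signal = fluorescence of resorufin, 544 nm excitation, 590 nm emission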
ROMK primary – modulates human ROMK potassium channel activity; Tet-inducible ROMK, thallium flux fluorescence; actives lie on both sides; B-score at 10 µM; hit rate 2% among 130,000;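 active = signal ratio slope over the read window, or its plate-corrected B-score, at least 3 SD from the plate mean, either direction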;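 also: B-score of the F/F0 ratio slope over 7 to 12 s after thallium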
Diaphorase inh – counter-screen for diaphorase-based assays: diaphorase inhibitors and chemical oxidizers | hit rate 0.69% among 190,000 | inhibition, % at 20 µM | diaphorase resazurin-to-resorufin fluorescence, NADH, 16 min; bacterial (C. kluyveri) enzyme, not human;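 active = primary screen inhibition at 20 µM above a set limit, cut at about 50% in these data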;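 also: plate controls were DMSO with full reaction for no effect and wells lacking NADH for full effect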
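controls = No-NADH positive control and DMSO neutral control | system = Clostridium kluyveri diaphorase enzyme | timing = reaction incubation of 16 min at room temperature | signal = resorufin fluorescence 544/590 nm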
Numbers without * were called inactive; / = no result given.

SMILES	TR-FRET SRC-2 ct	PPARg SRC-3 ag	PMI act satM6P	S1P3 antagonist	PPARg SRC-2 ag	PMI activator	G6PDH CS	PPARg SRC1 recr	Diaphorase act	ROMK primary	Diaphorase inh
COc1ccc(CC(NC(C)=O)C(=O)N2CCN(C(=O)N(C(C)C)C(C)C)CC2)cc1 (stereo not given)	1538	-10.0	1	-37.7	-2.9	1	0.7	10.6	1	1.03	-1.3
Cc1cc(C)c(NC(=O)CSc2nnc(SCC(=O)Nc3c(C)cc(C)cc3C)n2N)c(C)c1	1460	-3.5	0.9	/	-4.5	0.8	4.8	3.2	0.9	0.289	12.4
COc1ccc(NC(=O)CNS(=O)(=O)c2ccc3nc(C)sc3c2)c(OC)c1	1557	14.9	1	1.5	6.2	1	2.3	1.0	0.9	-0.283	7.8
CC(C)(C)c1ccc(C(=O)NC(=S)NNC(=O)c2cccs2)cc1	1584	26.0*	1.3	0.3	14.7	1.2	-8.5	8.8	0.6	9.07*	35.9
COc1ccc(NC(=O)C(CCSC)NC(N)=O)cc1Cl (stereo not given)	1724	0.2	1.1	6.8	5.3	1.1	-2.0	1.9	1	0.0518	1.9
CCN(CC)C(=O)COn1c(SCC(=O)N(CC)CC)nc2ccccc2c1=O	1371	-10.9	0.9	/	2.4	0.9	-1.3	-7.0	0.9	-0.316	9.8
CCOc1ccc(C)cc1S(=O)(=O)n1ccc(C)n1	1675	6.4	0.9	9.0	2.7	1	-3.7	-0.5	0.9	-0.481	11.7
CC(=O)N(Cc1ccccc1C)c1cccc(C)c1C	1466	0.4	1	-11.0	3.5	1	-0.6	-8.2	1	0.0802	-2.5
CCNC(=S)NCc1ccc2c(c1)OCO2	1496	1.3	0.9	-9.5	-3.4	0.9	0.1	4.3	0.8	/	15.5
COc1cc(C)c(S(=O)(=O)n2ccc(C)n2)cc1C	1597	4.0	1	/	8.4	1.1	12.2	1.0	0.9	-0.129	6.0
O=C(O)CSCC(=O)N1CCCCC1	1375	-0.3	0.9	-14.2	-0.3	0.9	12.8	-4.3	0.8	-0.198	24.6
Cn1ncc2c(Nc3cccc4ccccc34)ncnc21	1524	-8.2	1	/	-4.0	1	3.7	-10.2	0.9	-1.4	14.6
COc1ccc(S(=O)(=O)NCc2ccc(C(=O)O)cc2)cc1	1541	8.4	1.1	/	-1.2	1.2	4.3	-4.8	1	/	-4.1
COc1ccc(OC)c(NC(=O)C23CCC(C)(C(=O)O2)C3(C)C)c1 (stereo not given)	1574	13.1	0.9	-24.2	2.4	0.9	-3.1	3.7	0.9	/	9.3
O=C(NC1CCCCC1)c1ccc(S(=O)(=O)NCc2cccnc2)cc1	1586	-6.1	1	13.3	0.0	1	-1.5	4.2	0.9	0.0277	14.2
Cc1ccc(NC(=S)N(Cc2ccco2)C2CCN(C(C)C)CC2)cc1	1460	-0.7	1.1	3.0	1.9	1	-5.9	-1.5	1.1	-1.42	-5.3
NC(=O)c1ccccc1NS(=O)(=O)c1ccc2c(c1)OCCO2	1677	-2.9	1.1	/	8.1	1	11.5	3.2	0.9	/	7.6
CCOc1ccc(-n2c(CCc3ccccc3)n[nH]c2=S)cc1	1567	-0.8	0.8	-8.1	-2.1	0.9	9.0	-1.0	0.8	/	20.0
COc1ccc(CC(NC(C)=O)C(=O)NC2CCN(C(=O)Nc3ccccc3Cl)CC2)cc1OC (stereo not given)	1425	1.9	1	/	-1.1	0.9	-0.2	1.0	0.9	0.281	7.7
Cc1cccc(-n2c(O)c(C=Nc3ccc(O)cc3)c3ccccc3c2=O)n1	1816	2.0	0.9	1.7	3.1	0.9	-10.4	11.4	0.6	0.0416	36.5

PPARg SRC-3 ag: what is marked active above.
SMILES | PPARg SRC-3 ag | PMI act satM6P | S1P3 antagonist | PPARg SRC-2 ag | PMI activator | PPARg SRC1 recr | ROMK primary
CC(C)(C)c1ccc(C(=O)NC(=S)NNC(=O)c2cccs2)cc1 | 26.0* | 1.3 | 0.3 | 14.7 | 1.2 | 8.8 | 9.07*

The main list resumes, starting 2 compounds before the break.
SMILES	TR-FRET SRC-2 ct	PPARg SRC-3 ag	PMI act satM6P	S1P3 antagonist	PPARg SRC-2 ag	PMI activator	G6PDH CS	PPARg SRC1 recr	Diaphorase act	ROMK primary	Diaphorase inh
COc1ccc(CC(NC(C)=O)C(=O)NC2CCN(C(=O)Nc3ccccc3Cl)CC2)cc1OC (stereo not given)	1425	1.9	1	/	-1.1	0.9	-0.2	1.0	0.9	0.281	7.7
Cc1cccc(-n2c(O)c(C=Nc3ccc(O)cc3)c3ccccc3c2=O)n1	1816	2.0	0.9	1.7	3.1	0.9	-10.4	11.4	0.6	0.0416	36.5
Cc1cc(C)nc(NC(=O)C2c3ccccc3Oc3ccccc32)n1	1541	4.6	1	-1.6	2.0	1	11.0	-7.6	0.9	-0.265	6.6
CC(C)CC(=O)c1c[nH]c(C(=O)N2CCN(Cc3ccccc3)CC2)c1	1578	0.9	1	-10.9	1.9	1.2	6.0	-2.2	1	0.0325	2.8
CC(=O)Nc1ccc(C2=NNC(=Nc3cccc(S(=O)(=O)N(C)C)c3)SC2)cc1	1459	0.9	0.8	-5.5	-0.4	0.6	11.2	-4.1	0.8	0.217	17.7
COc1ccc(N=c2scc(C)n2CCCN2CCCC2=O)cc1	1778	-3.8	0.8	8.1	14.3	0.9	6.1	-0.8	0.8	-0.0248	15.9
Cc1cccc(NC(=S)NNC(=O)c2ccc3c(c2)OCO3)c1	1597	0.9	1.1	0.7	0.3	1.1	-1.0	2.0	1.2	0.00508	-15.9
CCC(CC)NC(=O)Cc1ccc(S(=O)(=O)N2CCOCC2)s1	1595	-2.2	1	/	-2.4	1	1.4	11.2	0.9	-0.0421	9.7
CC(NS(=O)(=O)c1ccccc1)C(N)=O (stereo not given)	1529	8.0	0.9	26.5	0.9	0.8	35.1	-2.8	0.9	/	10.5
O=C(NC(=S)N1CCN(c2nc(-c3ccccc3)cs2)CC1)c1cccnc1	1413	6.1	1	6.7	-0.8	1	1.4	-0.7	0.7	1.14	30.0
CC1(C)Cc2c(C#N)c(NCC3CCCO3)nc(-c3ccco3)c2CO1 (stereo not given)	1626	-3.6	1.1	/	8.7	0.9	-0.4	-1.5	0.9	-0.375	13.1
Cc1cc(C)cc(NC(=O)CSc2nnc(-c3ccccc3)n2N)c1	1556	-1.4	0.9	/	6.2	1	14.0	4.5	0.9	0	10.5
COC(=O)c1cn(NC(=O)Cc2cccc(OC)c2)c(=O)c2ccccc12	1614	-0.5	1	-5.0	3.5	0.9	-19.3	10.2	0.9	-0.57	6.3
COc1ccc(C(=O)NCC(=O)OCC(=O)N2CC(C)CC(C)C2)cc1 (stereo not given)	1499	0.7	1	/	0.3	0.9	0.5	5.5	0.9	0.278	13.6
Cc1ccsc1/C=N/n1c(-c2cccnc2)n[nH]c1=S	1613	8.7	1	/	5.6	1	5.8	5.4	0.8	/	17.9
CCOc1cc(NC(=S)NCC2CCCO2)c(OCC)cc1NC(=O)c1cccc(C)c1 (stereo not given)	1742	7.0	0.8	/	7.5	1	4.2	10.8	0.9	/	9.4
O=C(CSc1cnc2ccccc2n1)NC1CCCC1	1625	5.9	1.1	/	5.5	1	1.6	-2.3	0.9	0.0254	6.4
Cc1ccc(OC/C(=N\O)C(C)(C)C)c([N+](=O)[O-])c1	1804	4.2	0.8	-1.7	-8.0	0.9	0.6	0.6	0.8	-0.834	16.8
O=C(c1cc2cc(Br)ccc2o1)N1CCCCC1	1490	1.4	1	0.4	7.5	1.1	11.6	5.4	0.9	0.617	7.4
O=[N+]([O-])c1ccc(N2CCN(C(=S)NCc3ccc(Cl)cc3)CC2)cc1	1481	0.7	0.9	23.4	0.6	1	16.3	-9.6	0.9	0.168	11.1
C[N+]1(CCCCSc2ccc(O)cc2)CCCCC1	1736	0.9	1	1.9	4.9	0.9	12.8	13.3	0.9	-0.306	14.5
O=C(O)CC(=O)Nc1cc(Cl)ccc1O	1483	9.1	1	/	6.1	1	2.9	-0.3	0.9	0.828	11.0
Cc1oc2cc(O)ccc2c(=O)c1-c1ccccc1	1500	0.0	1	-1.1	-1.4	1	1.9	5.9	1	0.0112	1.9
NC(=O)C1(c2ccccc2)CCOCC1	1461	-2.7	0.9	-3.5	7.5	0.9	0.8	-2.7	0.9	/	8.5
C=CCN(C(=O)CN1CCOCC1)c1nc(C)c(-c2ccccc2)s1	1465	0.8	1.1	/	10.2	1	14.7	8.0	0.8	-0.0263	16.3
COc1ccc(C2=NN(c3ccccc3)C(c3cccs3)C2)cc1 (stereo not given)	1560	-0.1	1	2.8	8.8	1	25.2	10.6	0.7	-0.412	29.2
O=C(CN1C(=O)c2ccccc2S1(=O)=O)NCc1ccccn1	1657	3.1	1	0.7	5.5	0.9	5.4	2.3	1	/	0.2
Cc1cc(OCC(=O)Nn2cnnc2)c(C)cc1Br	1550	-2.2	0.9	-9.0	-1.8	0.9	-10.6	5.6	0.9	/	14.0
COc1cccc(C(=O)NC(=S)Nc2cccnc2)c1	1276	1.6	1.1	-23.8	4.5	1	-12.2	-6.7	0.9	/	7.5
C(=N\n1cnnc1)/c1cccc(OCCOc2ccccc2)c1	1572	-6.8	1.1	-6.0	5.7	0.9	6.6	-3.3	0.9	/	10.7
Cc1c(C#N)c2ncn(Cc3ccccn3)c(=O)c2n1-c1ccccc1	1491	-7.0	1	/	0.7	0.9	4.4	4.1	1	/	1.0
COc1ccccc1-n1nc(C)cc1N	1555	-1.1	1	-7.2	-3.0	1.1	7.0	3.0	0.9	1.13	11.3
COc1ccc(CNC(=O)c2ccccc2[N+](=O)[O-])cc1	1554	-0.3	0.9	/	-1.7	0.9	8.2	3.4	0.8	/	16.6
CCOc1ccc(NS(=O)(=O)c2ccc(C(=O)N3CCN(c4ncccn4)CC3)cc2)cc1	1702	-3.4	0.9	18.2	7.0	0.9	6.7	7.5	0.7	-0.0531	27.1
NS(=O)(=O)c1ccc(NC(=O)c2cc(Cl)ccc2Cl)cc1	1576	-1.1	1	4.9	-13.8	1	12.8	6.3	0.9	-0.786	8.6
CCn1nc(C)cc1C(=O)N1CCCC(C(=O)c2ccc3ccccc3c2)C1 (stereo not given)	1473	6.0	0.9	-8.3	4.9	0.9	6.8	3.4	0.8	/	19.1
COc1cccc(S(=O)(=O)NCc2ccc(C(=O)Nc3ccc(C)cc3)cc2)c1	1507	7.7	1.1	/	2.6	1	4.8	0.0	0.9	-0.788	7.7
C=CCOc1c(Br)cc(/C=N/n2c(CC)n[nH]c2=S)cc1Br	1448	-6.1	1.2	5.0	-3.8	1.2	2.1	-2.2	1	0.546	-1.9
